High-throughput results deposited in PubChem by National Center for Advancing Translational Sciences (NCATS).
GLP-1R inv ag: inverse agonists of human GLP-1 receptor; Potency, µM (top dose mostly 38.3 µM), for the others: at the highest dose activity change, negative = inhibition, usual class: inhibitors; HEK293 GLP-1R CRE-luciferase, luminescence, 24 h; GLP-1R form is constitutively active; actives 1.6% (n = 410,000); AID 624417; P43220; also: potency is read from the fitted curve at half-maximal effect; % is scaled to controls: 0 for no effect and ±100 for the full control effect; nearly all actives have a fitted effect of over 55% in size
Target sequence (P43220 whole entry, looked up): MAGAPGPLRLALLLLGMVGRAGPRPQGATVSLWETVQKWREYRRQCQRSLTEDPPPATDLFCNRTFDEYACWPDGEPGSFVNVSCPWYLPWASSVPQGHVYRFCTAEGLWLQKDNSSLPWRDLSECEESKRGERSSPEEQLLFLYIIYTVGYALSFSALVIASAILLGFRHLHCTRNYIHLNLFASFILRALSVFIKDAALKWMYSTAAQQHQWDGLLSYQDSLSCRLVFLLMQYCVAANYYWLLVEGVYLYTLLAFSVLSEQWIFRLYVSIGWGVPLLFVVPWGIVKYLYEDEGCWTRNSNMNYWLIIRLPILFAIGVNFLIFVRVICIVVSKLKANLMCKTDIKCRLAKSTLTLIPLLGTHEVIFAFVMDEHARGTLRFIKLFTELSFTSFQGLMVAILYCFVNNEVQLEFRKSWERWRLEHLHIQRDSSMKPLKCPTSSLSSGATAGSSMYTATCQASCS
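Inverse agonists were sought by their lowering of basal cAMP reporter luciferase output in HEK293 cells stably carrying constitutively active human GLP-1R, after 24 h compound treatment.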
pAkt inh: blocks phosphorylation of Akt; Neuro2A IGF-stimulated pAkt S473 HTRF, 20 min; stronger effect = lower value; activity change, % for hits at 50 µM; actives 0.32% (n = 360,000); AID 651550; in the data active = activity change below about -80%; inconclusive = mostly about -51% to -80%; also: % is scaled to controls: 0 for no effect and ±100 for the full control effect
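Neuro2A cells (4,500/well, DMEM with 0.5% FBS) were treated with compound at a single 50 µM final concentration, stimulated with 6 nM IGF for 20 min at 37 °C, and lysed. Phospho-Akt Ser473 was read by HTRF as 665/615 ratio ×10^4.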
aSyn rescue: inhibitors of alpha-synuclein toxicity in yeast | actives 0.14% (n = 370,000) | Potency, µM (highest dose often 46.1 µM), without a hit: at the top dose growth rescue (activation), hits mostly activators | Yeast expressing alpha-synuclein, growth rescue, BacTiter-Glo, 24 h; also: potency is read from the fitted curve at half-maximal effect; % of control where 0% means no effect; nearly all actives have a fitted effect of over 65% in size
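Rescue of yeast growth: cells expressing toxic alpha-synuclein, induced in galactose at OD600 0.02, incubated with compound 24 h at 30 C. ATP luminescence quantified growth; inhibitors of toxicity appear as activators.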
FUS suppressor: FUS proteinopathy suppression in yeast | actives 0.24% (n = 390,000) | Potency, µM (doses to about 76.6 µM), for the others: at the highest dose growth rescue (activation), most hits filed as activators | AID 1347120 | S. cerevisiae FUS-expressing, growth rescue, OD600, 24 h;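 also: potency is read from the fitted curve at half-maximal effect; plate controls were DMSO vehicle for no effect and reference control for full effect; nearly all actives have a fitted effect of over 55% in size; some results filed as inactive show a strong effect at the top dose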
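Galactose (2%) drives FUS expression in yeast precultured in raffinose; seeding density OD 0.005. Test compounds incubated 24hr at 30C and 99% humidity before absorbance at 600 nm was measured.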
PTHR1 ag: PTHR1 (human) receptor agonism; AID 743266; actives 0.075% (n = 410,000); Potency, µM (series often up to 115 µM), inactives show at the highest dose activation, hits mostly activators; HEK293 GP2 PTHR1 cells, GloSensor cAMP luminescence, 1 h; also: potency is read from the fitted curve at half-maximal effect; nearly all actives have a fitted effect of over 55% in size; some results filed as inactive show a strong effect at the top dose; inactives centre near -15; many of its hits are not listed in these tables
Target sequence (Q03431 whole entry, looked up): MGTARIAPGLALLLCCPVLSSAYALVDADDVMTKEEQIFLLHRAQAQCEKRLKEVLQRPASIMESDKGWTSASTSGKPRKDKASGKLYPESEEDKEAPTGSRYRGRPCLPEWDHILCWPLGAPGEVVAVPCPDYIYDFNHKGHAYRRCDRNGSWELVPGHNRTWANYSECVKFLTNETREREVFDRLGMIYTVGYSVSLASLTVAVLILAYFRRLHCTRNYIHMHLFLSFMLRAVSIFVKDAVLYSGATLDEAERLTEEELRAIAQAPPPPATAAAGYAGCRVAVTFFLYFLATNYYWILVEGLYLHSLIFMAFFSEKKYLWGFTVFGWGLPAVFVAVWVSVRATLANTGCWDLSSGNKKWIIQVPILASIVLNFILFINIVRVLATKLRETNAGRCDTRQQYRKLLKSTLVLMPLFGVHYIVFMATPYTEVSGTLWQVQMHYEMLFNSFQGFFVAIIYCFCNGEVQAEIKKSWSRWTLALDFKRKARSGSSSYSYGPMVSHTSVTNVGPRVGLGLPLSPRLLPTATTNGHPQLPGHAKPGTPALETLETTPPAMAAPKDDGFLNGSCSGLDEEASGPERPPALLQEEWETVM
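HEK-293-derived GP2 cells expressing PTHR1 and a GloSensor cAMP reporter, 3,000/well, plated overnight, given luciferin plus IBMX (each 0.5 mM as added) for 1 h at 37 °C, then compound for 1 h at 37 °C. Luminescence was read after 15 min at room temperature.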
MmCpn inh: inhibitors of Methanococcus maripaludis chaperonin (MmCpn); purified Mm-Cpn ATPase, ADP Transcreener TR-FRET; Potency, µM (highest dose often 76.9 µM), inactives show at the highest dose activity, negative = inhibition, most hits filed as inhibitors; actives 0.031% (n = 330,000); also: potency is read from the fitted curve at half-maximal effect; % is scaled to controls: 0 for no effect and ±100 for the full control effect; nearly all actives have a fitted effect of over 80% in size
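ATP (10 uM final) was added to archaeal chaperonin (25 nM final) after 10 min exposure to test compound at 37°C; after 30 min further incubation, ADP was detected by competitive TR-FRET.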
TDP-43 yeast inh: inhibitors of TDP-43 toxicity in yeast | Potency, µM (highest dose often 46.1 µM), for the others: at the top dose growth rescue (activation), usual class: activators | actives 1.8% (n = 410,000) | TDP-43 expressing yeast growth rescue, BacTiter-Glo, 24 h; also: potency is read from the fitted curve at half-maximal effect; % of control where 0% means no effect; nearly all actives have a fitted effect of over 50% in size
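Yeast cells expressing TDP-43 under galactose induction are exposed to compounds for 24 hr at 30 deg C. BacTiter-Glo luminescence measures growth, so protective compounds score as activators.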
GLP1R cytotox: cytotoxic in the GLP-1 receptor inverse agonist counter-screen. HEK293 cAMP-luciferase reporter cells, luminescence, 24 h. Potency, µM (top dose mostly 38.3 µM), for the others: at the top dose activity change, negative = inhibition, most hits filed as inhibitors. actives 0.13% (n = 410,000);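 also: loss of luciferase light is scored as toxicity; potency is read from the fitted curve at half-maximal effect; % is scaled to controls: 0 for no effect and ±100 for the full control effect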
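Cells in DMEM/10% Nu serum/1% pen-strep, 1536-well format. Pre-incubated 12 h, dosed with 23 nL compound, incubated a further 24 h. Luciferase detection, 12 min at room temp, luminescence.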
Abeta yeast res: compounds reversing amyloid beta toxicity in yeast; yeast expressing A-beta42, growth rescue, OD600, 48 h; response scale: 0% DMSO, 100% iron-clioquinol control; Potency, µM (highest dose often 46.1 µM), for the others: at the top dose growth rescue, hits mostly activators; actives 0.063% (n = 410,000); also: potency is read from the fitted curve at half-maximal effect; nearly all actives have a fitted effect of over 55% in size
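Yeast growth medium received pinned compounds, then yeast cells expressing toxic A-beta were added; plates incubated at 30 C for 48 hr. Growth read as absorbance at 600 nm, normalized to DMSO and equimolar FeCl3 plus clioquinol controls.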
* = called active by the depositor; i = inactive; ? = inconclusive; nt = no result given; [ ] = another dose, or the depositor's remark. Unless noted, calls follow the shape of the dose curve; as a rule, active = well fitted curve in the direction sought with a large enough effect; inconclusive = small, poorly fitted or top-dose-only effect, or another doubt; inactive = no such curve, though single readings can be large; an effect the other way counts as inactive or inconclusive. Some of the compounds tested (hit frequency here may not be typical).

SMILES	GLP-1R inv ag	pAkt inh	aSyn rescue	FUS suppressor	PTHR1 ag	MmCpn inh	TDP-43 yeast inh	GLP1R cytotox	Abeta yeast res
COc1ccccc1C(=O)NCC(=O)OCC(=O)NNC(=O)c1ccc(Br)cc1	-2%	i	-4%	-8%	i	-3%	0%	14%	6%
COc1cc(-c2cc(C(=O)NCc3ccc(S(N)(=O)=O)cc3)c3ccccc3n2)cc(OC)c1OC	?	i	3%	10%	-20%	2%	-34%[inhibitor]	-28%	-7%
CCN(Cc1nc(-c2ccc(C)cc2)no1)C(=O)c1ccco1	-4%	i	6%	-8%	-10%	0%	-10%	-2%	-20%
Cc1onc(-c2ccccc2)c1C(=O)OCC(=O)N1CCC(C)CC1	?	i	-2%	-1%	-5%	0%	?	-16%	8%
O=C(NCCCc1ccccc1)C(=O)NCC1OCCN1S(=O)(=O)c1cc(F)ccc1F (stereo not drawn)	?	i	-7%	31%	-67%[inhibitor]	nt	-1%	8%	-2%
Cc1cc(NC(=O)c2ccc([N+](=O)[O-])cc2Cl)ccc1NC(=O)c1ccco1	2%	i	3%	nt	-13%	-1%	7%	-6%	-5%
COc1cccc(CC2(CO)CCCN(Cc3cn[nH]c3C3CCCCC3)C2)c1 (stereo not drawn)	?	i	-7%	9%	-9%	3%	13%	6%	8%
Cc1ccc(SCC(=O)O/N=C(\N)c2ccc([N+](=O)[O-])cc2)cc1	4%	i	2%	-15%	-30%	1%	-10%	1%	3%
CCOc1cccc(C(=O)Nc2cc(C)ccc2NC(=O)c2ccco2)c1	?	i	3%	17%	i	-2%	12%	-7%	-2%
O=C(COc1ccc2ccccc2c1Br)Nc1ncn[nH]1	2%	i	0%	17%	-28%[57.5 µM]	-4%	-10%	5%	-17%
C=CCNC(=O)COc1cc(C)ccc1C	2%	i	-9%	nt	i	-3%	22%	20%	10%
Cc1ccc(NCC(=O)NNC2=NCCC2)c(C)c1	-3%	i	-1%	-24%	10%	2%	17%	2%	-7%

Some of these compounds in order of formula weight, high to low:
SMILES	GLP-1R inv ag	pAkt inh	aSyn rescue	FUS suppressor	PTHR1 ag	MmCpn inh	TDP-43 yeast inh	GLP1R cytotox	Abeta yeast res
COc1cc(-c2cc(C(=O)NCc3ccc(S(N)(=O)=O)cc3)c3ccccc3n2)cc(OC)c1OC	?	i	3%	10%	-20%	2%	-34%[inhibitor]	-28%	-7%
CCN(Cc1nc(-c2ccc(C)cc2)no1)C(=O)c1ccco1	-4%	i	6%	-8%	-10%	0%	-10%	-2%	-20%
C=CCNC(=O)COc1cc(C)ccc1C	2%	i	-9%	nt	i	-3%	22%	20%	10%

Going on with the list:
SMILES	GLP-1R inv ag	pAkt inh	aSyn rescue	FUS suppressor	PTHR1 ag	MmCpn inh	TDP-43 yeast inh	GLP1R cytotox	Abeta yeast res
COc1ccc(N2CCN(C(=O)CSCc3ccc(C)cc3)CC2)cc1	11%	nt	nt	26%	i	nt	3%	-5%	18%
COc1cc(/C=C2\C(=N)N3N=C(S(C)(=O)=O)SC3=NC2=O)ccc1OS(=O)(=O)c1ccc(C)cc1	?	i	0%	-5%	-14%	-5%	?	-7%	-1%
COc1cc(C2C(=O)N(C3CCCC3)CC(=O)N2Cc2ccco2)ccc1OC(C)C (stereo not drawn)	0%	i	-2%	13%	i	-5%	2%	-5%	4%
COc1ccc(CSc2nc3ccccc3c(=O)n2CCCN2CCOCC2)cc1F	?	i	14%	6%	-18%	-1%	6%	-14%	2%
COc1ccc(-c2n[nH]c(C)c2-c2cnn(-c3ccccc3)c2)c(O)c1	?	i	13%	?	-31%[inhibitor][57.5 µM]	-2%	22µM*	-7%	-6%
O=C(NNC(=S)NC1CCCCC1)c1cccs1	-15%	i	-11%	nt	-5%	2%	15%	3%	3%
CC(CC(=O)NCCc1ccc(F)cc1)c1ccccc1 (stereo not drawn)	?	i	0%	-15%	i	0%	?	-11%	5%
O=C(CC1(O)CCCCC1)OC1CCCC1	1%	i	2%	nt	-11%	nt	11%	-8%	-10%
Cc1[nH][nH]c(=O)c1N=Nc1ccc(S(N)(=O)=O)cc1	-1%	i	-9%	-3%	?	nt	-9%	?	-17%
COc1ccc(Cc2nnc(NC(=O)Nc3ccccc3OC)s2)cc1	-23%	i	5%	-11%	-21%	-5%	-4%	-12%	-6%
C/C(=N/N=C1/NC(=O)CC(C(=O)O)S1)c1ccccc1 (stereo not drawn)	3%	i	5%	nt	i	-1%	-24%	1%	0%
CCNC(=O)C1(C)CCCN(C(=O)c2ccc3ccccc3n2)C1 (stereo not drawn)	?	i	-4%	-13%	1%	nt	-14%	?	-12%
CC(=O)c1sc(NC(=O)CCS(=O)(=O)c2ccccc2)nc1C	?	i	2%	1%	?	-3%	-7%	?	-5%
Cc1ccc(S(=O)(=O)C2C(=O)N(C)C3(C)CC2c2ccccc2O3)cc1 (stereo not drawn)	-19%	i	6%	-20%	i	-1%	10%	-4%	15%
Cc1cc(NC(=O)COC(=O)C2CCC2)no1	1%	i	2%	-4%	i	3%	-12%	-2%	-3%
O=C(CC1(C(=O)O)CCCC1)N1CCOCC1	3%	nt	nt	-6%	i	1%	-6%	4%	-6%
FC(F)Oc1ccc(-n2cc(-c3ccccc3)[n+]3c2CCCCC3)cc1	-17%	i	-2%	3%	-6%	1%	-20%	-22%	15%
CCOC(=O)C1CCN(C(=O)C2CCN(C(=O)c3ccc([N+](=O)[O-])cc3)CC2)CC1	14%	i	2%	nt	i	0%	-13%	-2%	-10%
Cc1ccccc1NS(=O)(=O)c1cc(C(N)=O)ccc1C	1%	i	12%	-9%	i	0%	-1%	-5%	17%
Cc1ccc(-c2cc(C(=O)NCCCN3CCOCC3)c3ccccc3n2)cc1C	?	i	-6%	-11%	-16%	0%	2%	2%	0%
Cc1ccc2c(c1)c(=O)c(C(=O)c1ccncc1)cn2CC(=O)Nc1c(C)cccc1C	11%	nt	nt	-10%	i	nt	14%	0%	4%
CCCCCCOc1ccc(N2C(=O)CC(N3CCN(C(=O)c4ccco4)CC3)C2=O)cc1 (stereo not drawn)	?	i	4%	36%	-14%[57.5 µM]	-3%	-4%	-26%	23%
Cc1cc(C)cc(OC(=O)c2cc(-c3ccc4c(c3)OCCO4)on2)c1	-22%	nt	nt	19%	-17%	nt	15%	-6%	-6%
CCC1CCC(C(=O)NC(C(=O)NCCN(CC(C)C)CC(C)C)C(C)C)CC1 (stereo not drawn)	8%	nt	nt	-5%	7%	nt	0%	5%	-7%
O=C(Nc1ccccc1Cl)c1cccc(COc2cc(Cl)ccc2Cl)c1	3%	i	5%	11%	i	1%	?	-4%	23%
COc1cc(/C=C2\CCC(C3CCCC3)C2=O)cc(OC)c1OC (stereo not drawn)	3%	i	2%	12%	i	0%	2%	1%	12%
Fc1ccc(Nc2nc(-c3cccc(Cl)c3)c3c(n2)-c2ccccc2OC3)c(F)c1	7%	nt	nt	16%	?	nt	-6%	10%	-5%
COc1ccc(/C=C(/NC(=O)c2ccccc2)C(=O)N2CCOCC2)cc1OC	3%	i	3%	-1%	-18%	1%	0%	0%	16%
COC(C[C@@H](O)[C@H](C)[C@@H](O)COCc1ccccc1)OC	2%	i	-2%	-18%	1%	1%	-3%	0%	6%
COc1ccccc1NC(=O)NC1(C(=O)N2CCC(O)CC2)CCCCC1	-1%	i	4%	18%	-22%[57.5 µM]	0%	0%	-7%	-3%
CC(C)n1c(O)c(N=NC(=O)c2ccccc2NS(=O)(=O)c2cccs2)c2ccccc21	-12%	i	6%	-6%	-3%	0%	-3%	4%	-12%
CC(=O)Oc1ccccc1C(=O)OCCN=C1NS(=O)(=O)c2ccccc21	-17%	i	3%	-1%	i	1%	21%	7%	-11%
CCOC(=O)c1nn(-c2ccccc2C)c(=O)c2c(N)scc12	61%[activator]	i	-5%	22%	i	-1%	0%	3%	-7%
S=C(NC1CCCCC1)N1CCN(C2CCCCC2)CC1	?	i	0%	4%	i	1%	8%[9.22 µM]	5%	0%
Cc1c(Cl)cnc(NC(=O)COC(=O)C(NC(=O)c2ccco2)C(C)C)c1Cl (stereo not drawn)	5%	i	2%	9%	i	-3%	4%	-6%	1%
O=C(O)c1cc(NC(=O)c2cccc(N3C(=O)c4ccccc4C3=O)c2)cc(C(=O)O)c1	-1%	i	0%	nt	-24%	-4%	9%	-5%	-31%[inhibitor]
CC(CNC(=O)Cn1c(-c2cccs2)cc2ccccc21)c1ccccc1 (stereo not drawn)	?	nt	nt	4%	3%	nt	-7%	12%	0%
C/C(CC(=O)Nc1ccc(Cl)cc1Cl)=N\NC(=O)c1ccco1	?	i	-2%	nt	-21%	0%	1%	2%	-1%
Cc1ccc(S(=O)(=O)NN2C(=O)c3ccccc3NC2c2ccccn2)cc1 (stereo not drawn)	1%	i	5%	8%	-8%	-3%	-28%	0%	13%
CCCCC(C(=O)OCC(=O)c1ccc(OC)cc1)N1C(=O)c2ccccc2C1=O (stereo not drawn)	?	i	3%	6%	-19%	0%	-5%	?	11%
COc1ccc(C(=O)CCC(=O)N2CCN(c3ccc(C)cc3)C(C)C2)cc1 (stereo not drawn)	?	i	13%	23%	-38%[inhibitor]	5%	-7%	1%	-7%
COc1cc(C(=O)Nn2c(C)nc3ccccc3c2=O)cc(OC)c1OC	11%	i	-5%	14%	-15%	1%	-22%	1%	-14%
CC(NC(=O)COc1ccccc1)C(c1ccccc1)N1CCN(C)CC1 (stereo not drawn)	-23%	i	1%	-7%	-6%[57.5 µM]	-1%	-2%	0%	8%
